Screens (PubChem BioAssay)
FBA Mtb inh: Mtb fructose-bisphosphate aldolase inhibition; P9WQA3; purified M. tuberculosis FBA, fluorescence read-out; inhibition, % at 1 µM; actives 2.3% (n = 360,000); AID 588726; in the data active = inhibition above about 27%;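 also: 0% = vehicle and 100% = reference inhibitor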
Target sequence (P9WQA3 whole entry, looked up): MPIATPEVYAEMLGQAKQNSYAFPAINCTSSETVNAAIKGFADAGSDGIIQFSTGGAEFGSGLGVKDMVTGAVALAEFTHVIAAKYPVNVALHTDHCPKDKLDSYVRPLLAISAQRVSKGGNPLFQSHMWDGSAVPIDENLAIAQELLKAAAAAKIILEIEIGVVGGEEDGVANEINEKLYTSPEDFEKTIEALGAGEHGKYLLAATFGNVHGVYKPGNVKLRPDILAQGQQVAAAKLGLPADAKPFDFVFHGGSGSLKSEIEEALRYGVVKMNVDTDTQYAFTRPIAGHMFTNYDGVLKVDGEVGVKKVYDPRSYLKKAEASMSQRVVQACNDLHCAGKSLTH
Anthrax LF prot: inhibitors of Bacillus anthracis lethal factor protease; P15917; multiplex microsphere protease cleavage assay, LF; inhibition, % at 10 µM; actives 0.12% (n = 360,000); AID 588501; also: plate controls were buffer without enzyme for full effect and enzyme alone for no effect
Mtb BioA inh: BioA (M. tuberculosis) enzyme inhibition. purified M. tuberculosis BioA enzyme, plate reader. inhibition, % at 9.99 µM. actives 0.096% (n = 360,000). AID 602481; in the data active = inhibition above about 40%; inconclusive = no clear call, values can overlap the other calls
GDH-TPI counter: GDH-TPI coupled enzyme inhibition counter-screen. GDH-TPI coupled enzyme counterscreen, NADH absorbance. inhibition, % at 4.8 µM. actives 1.2% (n = 360,000); in the data active = inhibition above about 30%;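 also: 0% = DMSO wells and 100% = wells lacking the enzyme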
UGM FP inh: blocks M. tuberculosis UGM enzyme | P9WIQ1 | purified UGM, fluorescence polarization probe displacement | inhibition, % at 10 µM | actives 0.06% (n = 320,000) | AID 504406; in the data active = inhibition above about 10%, passing the limit was not always enough; inconclusive = no clear call, values can overlap the other calls
Target sequence (P9WIQ1 whole entry, looked up): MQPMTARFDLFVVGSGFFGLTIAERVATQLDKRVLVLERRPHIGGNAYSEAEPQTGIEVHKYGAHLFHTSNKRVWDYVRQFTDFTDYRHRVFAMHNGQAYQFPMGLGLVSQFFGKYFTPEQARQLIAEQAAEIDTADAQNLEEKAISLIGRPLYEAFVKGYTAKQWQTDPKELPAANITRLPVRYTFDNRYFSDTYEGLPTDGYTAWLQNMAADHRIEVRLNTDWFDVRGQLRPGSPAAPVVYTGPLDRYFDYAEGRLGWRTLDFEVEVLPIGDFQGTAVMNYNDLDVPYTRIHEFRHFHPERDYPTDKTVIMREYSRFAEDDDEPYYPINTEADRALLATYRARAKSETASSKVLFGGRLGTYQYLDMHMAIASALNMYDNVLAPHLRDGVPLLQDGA
BoNT F protease: blocks Botulinum neurotoxin F light chain protease. Multiplex microsphere protease cleavage assay, flow cytometry. inhibition, % at 10 µM. actives 0.22% (n = 360,000); in the data active = inhibition above about 35%, passing the limit was not always enough; inconclusive = no clear call, values can overlap the other calls; also: plate controls were buffer without enzyme for full effect and enzyme alone for no effect
BoNT-A LC inh2: BoNT A light chain protease inhibition; multiplex microsphere protease substrate cleavage, flow cytometry; inhibition, % at 10 µM; actives 0.17% (n = 360,000); also: plate controls were buffer without enzyme for full effect and enzyme alone for no effect
FadD28 FP inh: blocks FadD28 binding to the bisubstrate probe; actives 0.22% (n = 360,000); fluorescence polarization; inhibition, % at 12.5 µM; AID 588549; in the data active = inhibition above about 8.5%, passing the limit was not always enough; inconclusive = no clear call, values can overlap the other calls
PfHsp40 yeast: compounds rescuing yeast from Plasmodium falciparum HSP40 toxicity; growth rescue, % at 12.5 µM; S. cerevisiae expressing PfHsp40, growth rescue, ATP luminescence; actives 0.68% (n = 340,000); in the data active = growth rescue above about 28%, passing the limit was not always enough; inconclusive = no clear call, values can overlap the other calls;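 also: yeast W303a lacking pdr1 and pdr3 grown in galactose medium; growth measured after three days at 30 °C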
Numbers without * were called inactive; ? = inconclusive; / = no result given; & = joins results of further samples. Rule as the data show it, unless noted: active = inhibition above about 30%; inconclusive = no clear call, values can overlap the other calls; inactive = below that.

Start of the data: the first 14 entries (preview)
SMILES	FBA Mtb inh	Anthrax LF prot	Mtb BioA inh	GDH-TPI counter	UGM FP inh	BoNT F protease	BoNT-A LC inh2	FadD28 FP inh	PfHsp40 yeast
CCNC(=O)CC1S/C(=N/N=C(\C)c2ccccc2)NC1=O (configuration not stated)	-3	-1	/	8	1.7	-2	-0.3	-4.1	0.3
COc1ccc(/C=C2\SC(N3CCc4ccccc4C3)=NC2=O)cc1OC	1	0	/	18	-2.1	-5	-0.8	-5.1	2.3
COc1ccc(S(=O)(=O)N2CCN(Cc3ccccc3OC)CC2)cc1	-3	-4	0.4	2	/	-1	-0.5	-2.7	/
CCOC(=O)C1=C(C)NC(C)=C(C(=O)OCC)C1C(=O)OCC(=O)NC(C)c1ccccc1 (configuration not stated)	3	-4	2.0	14	/	-1	2.6	-5.1	-2.0
Cc1ccc(C(=O)n2cnnc2N)cc1	-2	0	2.2	4	-4.2	-6	?	-5.2	0.7
C[C@H](CO)N1C[C@H](C)[C@@H](CN(C)C(=O)Nc2ccc3c(c2)OCO3)Oc2ccc(NC(=O)Nc3ccc(C(F)(F)F)cc3)cc2C1=O	7	-3	0.1&1.9	4	-0.5	-16	-0.5	-1.6	0.8
CCOC(=O)C1(Cc2ccccc2C)CCCN(C(=O)c2ccccn2)C1 (configuration not stated)	-6	-6	0.5	-1	1.4	-1	0.2	-1.5	-1.7
Cc1cc(C)nc(N/N=C/c2cc3c(cc2[N+](=O)[O-])OCO3)n1	0	5	/	9	-1.5	-2	0.2	-0.6	0.0
CC(=O)c1cccc(CN2CCc3ccc(NC(=O)C4CCCO4)cc3C2)c1 (configuration not stated)	3	-5	-0.2	-3	-2.0	-3	0.6	-1.6	-0.8
O=C(NNS(=O)(=O)c1ccc(Cl)cc1)c1cc(-c2ccccc2)n[nH]1	-4	4	-0.5	-21	-1.5	-1	0.7	-6.9	-0.5
O=C(NCC(=O)N1CCCCC1)c1sc2ccccc2c1Cl	0	9	0.0	5	-0.5	5	5.7	/	-1.1
Cc1cc([N+](=O)[O-])ccc1NC(=O)CSc1nnc(C)n1C	1	-26	-0.5	16	1.2	-31	-10	0.3	-1.7
COC(=O)CCC(=O)Nc1ccc(NC(=O)CCC(=O)OC)cc1	0	-2	/	-1	-1.2	-9	-0.2	-4.0	-1.9
CCN1C(=O)/C(=C\c2ccc(-c3ccc([N+](=O)[O-])cc3OC)o2)SC1=Nc1cccc(C(=O)O)c1	-6	-1	/	9	/	-5	-0.2	0.0	-2.8

The whole of this part, from the start:
SMILES	FBA Mtb inh	Anthrax LF prot	Mtb BioA inh	GDH-TPI counter	UGM FP inh	BoNT F protease	BoNT-A LC inh2	FadD28 FP inh	PfHsp40 yeast
CCNC(=O)CC1S/C(=N/N=C(\C)c2ccccc2)NC1=O (configuration not stated)	-3	-1	/	8	1.7	-2	-0.3	-4.1	0.3
COc1ccc(/C=C2\SC(N3CCc4ccccc4C3)=NC2=O)cc1OC	1	0	/	18	-2.1	-5	-0.8	-5.1	2.3
COc1ccc(S(=O)(=O)N2CCN(Cc3ccccc3OC)CC2)cc1	-3	-4	0.4	2	/	-1	-0.5	-2.7	/
CCOC(=O)C1=C(C)NC(C)=C(C(=O)OCC)C1C(=O)OCC(=O)NC(C)c1ccccc1 (configuration not stated)	3	-4	2.0	14	/	-1	2.6	-5.1	-2.0
Cc1ccc(C(=O)n2cnnc2N)cc1	-2	0	2.2	4	-4.2	-6	?	-5.2	0.7
C[C@H](CO)N1C[C@H](C)[C@@H](CN(C)C(=O)Nc2ccc3c(c2)OCO3)Oc2ccc(NC(=O)Nc3ccc(C(F)(F)F)cc3)cc2C1=O	7	-3	0.1&1.9	4	-0.5	-16	-0.5	-1.6	0.8
CCOC(=O)C1(Cc2ccccc2C)CCCN(C(=O)c2ccccn2)C1 (configuration not stated)	-6	-6	0.5	-1	1.4	-1	0.2	-1.5	-1.7
Cc1cc(C)nc(N/N=C/c2cc3c(cc2[N+](=O)[O-])OCO3)n1	0	5	/	9	-1.5	-2	0.2	-0.6	0.0
CC(=O)c1cccc(CN2CCc3ccc(NC(=O)C4CCCO4)cc3C2)c1 (configuration not stated)	3	-5	-0.2	-3	-2.0	-3	0.6	-1.6	-0.8
O=C(NNS(=O)(=O)c1ccc(Cl)cc1)c1cc(-c2ccccc2)n[nH]1	-4	4	-0.5	-21	-1.5	-1	0.7	-6.9	-0.5
O=C(NCC(=O)N1CCCCC1)c1sc2ccccc2c1Cl	0	9	0.0	5	-0.5	5	5.7	/	-1.1
Cc1cc([N+](=O)[O-])ccc1NC(=O)CSc1nnc(C)n1C	1	-26	-0.5	16	1.2	-31	-10	0.3	-1.7
COC(=O)CCC(=O)Nc1ccc(NC(=O)CCC(=O)OC)cc1	0	-2	/	-1	-1.2	-9	-0.2	-4.0	-1.9
CCN1C(=O)/C(=C\c2ccc(-c3ccc([N+](=O)[O-])cc3OC)o2)SC1=Nc1cccc(C(=O)O)c1	-6	-1	/	9	/	-5	-0.2	0.0	-2.8
CC1CCN(CC(=O)Nc2cccc(C(=O)Nc3cccc(C(F)(F)F)c3)c2)CC1	4	0	/	-3	1.6	-2	-0.2	-0.2	1.3
COc1cccc(N2CC(C(=O)Nc3nnc(SCC(=O)Nc4ccc(NC(C)=O)cc4)s3)CC2=O)c1 (configuration not stated)	-2	0	-1.2	0	-0.6	1	2.3	-5.8	0.1
COc1ccc(/C=C/C(=O)OCC(=O)NCCC2=CCCCC2)cc1OC	9	0	/	22	2.3	1	-0.6	-2.6	10
Nc1c(N(CCC2=CCCCC2)C(=O)CCCOc2ccccc2)c(=O)[nH]c(=O)n1Cc1ccccc1	-2	-5	-1.2	2	-1.3	-4	-0.7	-4.2	-0.9
C/C(=C\c1ccccc1)C(=O)N1CCN(c2cccc(C(F)(F)F)c2)CC1	-2	-1	0.0	-10	0.7	-4	-0.8	-3.3	2.5
Cn1c(CC(=O)Nc2ccccc2F)nnc1SCC(=O)Nc1ccccc1Br	0	-1	1.2	-4	4.5	2	-0.1	-2.9	-0.2
O=C(Cc1ccccc1Cl)Nc1cccnc1	-3	1	/	-2	2.3	-5	-0.1	-2.2	-0.4
COc1ccc(OC)c(NC(=O)c2cc(-c3cc(Cl)ccc3O)n[nH]2)c1	-2	-8	-0.9	27	0.3	-17	-2.1	0.0	-0.7
O=C(Nc1ncn[nH]1)c1ccc(Cl)c(Cl)c1	1	2	-0.6	-9	/	-3	-0.1	-4.6	0.5
Oc1ccccc1CN1CCN(C(c2ccccc2)c2ccccc2)CC1	1	-17	-0.6	15	0.2	?	1.6	0.2	-0.3
COc1cc(/C=C2/CCCC(C(=O)C(F)(F)F)=C2O)ccc1O	0	-4	-0.6	7	-1.8	-2	-1.2	-2.3	0.0
COc1cccc(N2CCN(C(=O)c3ccc(Cl)c(NC4=NC5CS(=O)(=O)CC5S4)c3)CC2)c1 (configuration not stated)	5	-2	0.4	3	0.5	3	2.1	0.0	0.0
CC(CC(=O)N1CCN(C(=O)c2ccccc2)CC1)c1ccccc1 (configuration not stated)	1	-3	-3.5	3	-0.7	14	0.0	/	-2.5
NC(=O)C1CCN(C(=O)CSc2ccsc2[N+](=O)[O-])CC1	-1	0	/	6	/	-2	-0.5	-1.7	-1.3
CCOC(=O)c1c(NC(=S)NC(C)=O)sc(C)c1C	0	0	/	21	-0.9	-3	-0.1	-1.9	0.5
CCCNC(=O)N1CCCC(C(N)=O)C1 (configuration not stated)	-3	-8	/	1	-0.6	-2	-0.1	-2.0	-1.1
CCOCCCNC(=O)c1cc(C)nn1-c1ccccc1	-1	-9	0.6	-8	-0.4	-10	-0.8	0.3	-0.6
Cc1ccccc1N(CC(=O)NCc1ccccc1)C(=O)CCC(=O)Nc1nccs1	1	-10	-0.1	-3	5.9	-15	0.3	-0.6	2.2
CC(=O)c1c(C)n(C)c2ccc(O)cc12	-1	-1	-0.4	17	-2.7	0	-0.6	1.1	-0.6
CC1Cc2ccccc2N1CC(=O)N(C)c1c(N)n(Cc2ccccc2)c(=O)[nH]c1=O (configuration not stated)	2	16	-0.4	-6	0.2	-10	4.9	-0.1	0.3
Cc1nonc1NC(=O)OCCN1CCOC1=O	0	0	-2.1	4	2.2	-4	-0.1	0.0	-0.5
CSCCC(NC(=O)c1ccccc1Br)C(=O)NCc1ccc(F)cc1 (configuration not stated)	3	-10	-0.4	6	1.6	-10	-2.9	1.2	-0.8
CCCn1c(N)c(N2CCCCC2)c(=O)n(CC(=O)Nc2cccc(S(=O)(=O)N(C)C)c2)c1=O	4	10	-1.3	10	-0.5	-1	0.6	-1.3	-0.6
COc1ccc(C(=O)NC(C)c2ccccc2)cc1Br (configuration not stated)	-2	0	/	0	-0.2	-9	-0.6	-0.7	2.4
COc1cc(CCC(=O)NCc2ccc3c(c2)OCO3)cc(OC)c1OC	0	4	0.9	-6	-0.4	15	1.8	-1.6	/
O=C(Nc1c(C(=O)c2ccccc2)oc2ccccc12)c1cc(-c2ccccc2O)n[nH]1	-2	1	/	12	0.3	-8	2.0	-2.5	-0.3

Only FBA Mtb inh, Anthrax LF prot and Mtb BioA inh, for some of the entries so far:
molecule	FBA Mtb inh	Anthrax LF prot	Mtb BioA inh
COc1ccc(OC)c(NC(=O)c2cc(-c3cc(Cl)ccc3O)n[nH]2)c1	-2	-8	-0.9
O=C(Nc1ncn[nH]1)c1ccc(Cl)c(Cl)c1	1	2	-0.6

Next entries
SMILES	FBA Mtb inh	Anthrax LF prot	Mtb BioA inh	GDH-TPI counter	UGM FP inh	BoNT F protease	BoNT-A LC inh2	FadD28 FP inh	PfHsp40 yeast
Cc1cc(C)cc(NC(=O)N2CCN(Cc3ccc4c(c3)OCO4)CC2)c1	-3	-9	/	0	-1.4	?	-0.6	-1.6	-0.3
CCOC(=O)C(=O)c1c(C)cc2ccccn12	-2	-2	/	-1	/	-3	0.1	2.3	2.5
COc1ccc(NC(=O)CSc2nnc(-c3ccc(F)cc3)o2)cn1	1	-3	-0.7	-4	0.7	0	0.9	-2.1	0.0
C=CCN1C(=O)c2ccc(C(=O)N(CC)CC(=O)Nc3c(F)cccc3F)cc2C1=O	-3	0	-0.5	2	0.3	-2	-1.7	1.3	-0.6
CC(CNC(=O)c1ccccc1Cl)c1ccccc1 (configuration not stated)	1	0	-0.6	-8	1.0	-5	1.2	-3.5	1.0
Cc1ccc(C2CC(=O)c3cnc(NC(=O)c4ccco4)nc3C2)cc1 (configuration not stated)	-1	-4	14	15	/	-2	-0.6	-1.5	0.0
CCOC(=O)C1=C(C)NC(=O)NC1c1ccc(C)o1 (configuration not stated)	3	0	-1.1	-12	4.3	-6	-0.2	-1.1	-0.5
COc1ccc(NS(=O)(=O)c2cccc(C(=O)N3CCC3)c2)cc1	0	-5	20	3	-3.6	?	-0.1	0.2	-1.2
CCNC(=O)C1CCCN(Cc2cc(-c3ccccc3)on2)CC1 (configuration not stated)	-1	-3	-0.2	4	/	-2	0.0	-5.0	/
CC(C)=C(NC(=O)c1ccccc1)C(=O)Nc1cccc(C)c1	0	0	-0.5	11	2.7	5	-0.4	0.9	-0.6
O=C(c1c[nH]c2ccc(S(=O)(=O)N3CCC4(CC3)OCCO4)cc2c1=O)N1CCC2(CC1)OCCO2	34*	2	/	-2	1.0	-4	-0.2	-3.3	0.8
COc1cccc(C2=CC(=O)CC(C)(C)C2=O)c1	1	-5	-1.7	23	/	4	0.6	0.8	/
C=CCn1nc(C(=O)OCC)cc1-c1sc(NC(=O)c2ccccc2)nc1C	3	-1	1.8	1	/	-1	0.2	-3.9	/
CCN(CC)CCCNC(=O)CCC(=O)Nc1ccc2nc(N3CCCCC3)cc(C)c2c1	108*	-6	/	7	-1.0	-1	0.6	0.9	-0.2
